Bioassay records as filed in PubChem BioAssay.
AmpC detergent = AmpC beta-lactamase inhibition with detergent present. 0.041% of 370,000 active. Potency, µM (titrated, usually from 114 µM), inactives show at the top dose activity change, negative = inhibition, actives largely listed as inhibitors. AmpC hydrolysis of nitrocefin, absorbance 480 nm, 0.01% Triton. P00811. AID 485294; active means well fitted inhibition curve with a large enough effect; inconclusive means small, poorly fitted or top-dose-only effect;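 further: potency means the concentration at half of the fitted maximal effect; 0% = no-compound wells and -100% = no-enzyme wells; nearly all actives have a fitted effect of over 25% in size; some results filed as inactive show a strong effect at the top dose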
Target sequence (P00811 whole entry, looked up): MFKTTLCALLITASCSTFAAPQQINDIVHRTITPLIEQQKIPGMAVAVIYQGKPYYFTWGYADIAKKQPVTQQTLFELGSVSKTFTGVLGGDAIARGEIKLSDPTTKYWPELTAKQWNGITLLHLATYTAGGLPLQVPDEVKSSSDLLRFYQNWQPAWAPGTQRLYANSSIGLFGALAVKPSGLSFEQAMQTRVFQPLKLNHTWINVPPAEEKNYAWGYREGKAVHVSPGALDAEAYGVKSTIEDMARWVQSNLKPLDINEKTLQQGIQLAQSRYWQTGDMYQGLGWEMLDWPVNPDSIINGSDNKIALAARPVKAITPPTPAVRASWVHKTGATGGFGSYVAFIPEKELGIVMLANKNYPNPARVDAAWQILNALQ
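20 mM phosphate pH 7.0 + 0.01% (detergent screen) or 0.0001% Triton X-100; 5.3 nM AmpC reagent; cpd preinc 15 min RT; nitrocefin (800 uM stock) to start; A480 q20 s × 4 min; Activity was normalised to no-enzyme and no-compound control wells.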
HCMV inh = blocks human cytomegalovirus replication. activity change, negative = inhibition, % at 57.5 µM. 4.5% of 410,000 active. HFF cells, HCMV-luciferase reporter, 72 h; active compounds read low; in the data active means activity change below about -60%; inconclusive means no clear call, values can overlap the other calls; inactive means above about -39%
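Steps: HFFs plated, 16 h 37C; compounds added; HCMV-luciferase added to MOI 1 PFU/cell; 72 h 37C; OneGlo reagent, 5 min room temperature; luminescence read, normalized to controls.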
An asterisk follows results filed as active; ? = inconclusive; + = active, no number. Unless noted, on the % scale 0 is the no-effect control and ±100 the full control effect.

SMILES	AmpC detergent	HCMV inh
Cc1ccc(NC(=O)CN2C(=O)CC(C)Sc3ccccc32)c(C)c1 (stereo not given)	-3%	-2
CCc1ccc(S(=O)(=O)c2nnn3c2nc(Nc2ccc(C)c(Cl)c2)c2sccc23)cc1	11%	11
CC(=O)c1ccc(Nc2nc3ccccc3nc2-n2nc(C)cc2C)cc1	-7%	-27
Cc1cccn2c(=O)c3cc(C(=O)N(Cc4ccccc4)C(C)C)sc3nc12	14%	-14
CCN(CC)c1ccc(NC(=O)Cn2c(C)c3cnn(-c4ccccc4)c(=O)c3c2C)c(C)c1	22%	-10
COc1cc(OC)c2c(C)c(CC(=O)NCc3ccccc3OC)c(=O)oc2c1	8%	-7
Cc1cc(F)ccc1NC(=O)C1CCN(C(=O)c2cnn(-c3ccccc3)c2-n2cccc2)CC1	15%	-3
Cc1ccc(NC(=O)CSc2nnc3[nH]c(=O)cc(-c4ccccc4)n23)cc1Cl	-2%	23
O=S(=O)(NCc1nc2cccnc2n1Cc1ccccc1)c1ccc2c(c1)CCCC2	2%	19
CCN(C(=O)c1nn(-c2ccc(OC)c(Cl)c2)c(=O)c2c1c1ccccc1n2C)c1cc(OC)ccc1OC	1%	9
Cc1ccc(-n2ncc3c(NCCCN(C)C)ncnc32)cc1Cl	7%	11
Cc1cccc(C)c1NC(=O)Cn1c(=O)n(CCC(=O)NCc2ccccc2Cl)c(=O)c2sccc21	15%	7
CCCCCOc1ccccc1Cn1c(=O)oc2ccc(C)cc21	20%	-6
CCc1nc2nc(C)cc(Nc3ccc(Br)cc3F)n2n1	16%	-25
Cc1ccccc1OCCn1c(CCNC(=O)C(C)(C)C)nc2ccccc21	18%	-9

One compound at a time, from the list above. Screens in order: AmpC detergent | HCMV inh
CCc1ccc(S(=O)(=O)c2nnn3c2nc(Nc2ccc(C)c(Cl)c2)c2sccc23)cc1 in the list: 11% | 11
Cc1ccccc1OCCn1c(CCNC(=O)C(C)(C)C)nc2ccccc21 in the list: 18% | -9
Cc1cc(F)ccc1NC(=O)C1CCN(C(=O)c2cnn(-c3ccccc3)c2-n2cccc2)CC1 in the list: 15% | -3
Cc1cccn2c(=O)c3cc(C(=O)N(Cc4ccccc4)C(C)C)sc3nc12 in the list: 14% | -14
CCc1nc2nc(C)cc(Nc3ccc(Br)cc3F)n2n1 in the list: 16% | -25

(continued)
SMILES	AmpC detergent	HCMV inh
O=C(/C=C/c1ccccc1)N1CCN(Cc2cc(=O)n3nc(-c4ccccc4Cl)sc3n2)CC1	0%	10
CCOc1ccccc1NC(=O)C(Cc1ccccc1)NS(=O)(=O)c1ccc(Br)s1 (stereo not given)	-11%	-31
Cc1ccc(S(=O)(=O)c2nnn3c2nc(NC(C)C)c2cc(Cl)ccc23)cc1C	-3%	0
CC(C)OCCCNC(=O)CCCN1C(=O)CCn2nc(-c3cccn3C)cc21	3%	10
Cc1ccc(-c2cc(C(=O)N3CCN(S(=O)(=O)c4ccc(Br)s4)CC3)[nH]n2)c(C)c1	3%	6
CS(=O)(=O)N1CCc2cc(C(=O)Nc3cccc(F)c3)ccc21	23%	67
Cc1cc(C)cc(OCC(=O)Nc2ccc(-c3nc4ccccc4s3)cc2)c1	2%	95
COc1ccccc1CNC(=O)CS(=O)(=O)Cc1nc(-c2ccccc2C)oc1C	-8%	0
Cc1ccccc1NC(=O)c1cnc2sc(N3CCCC3)nn2c1=O	-4%	?
CCOc1ccc(CNC(=O)C2Cc3ccccc3N2C(=O)CC)cc1 (stereo not given)	26%	4
O=C1c2oc3ccccc3c(=O)c2C(c2ccc(Br)cc2)N1c1ccccn1 (stereo not given)	-3%	2
O=C(NCc1cccn1Cc1ccccc1)Nc1ccc(Br)cc1F	-7%	-83*
Cc1ccc(Cl)cc1-n1c(SCC(=O)NCc2ccccc2)nc2n[nH]c(C)c2c1=N	-4%	?
CCc1ccc(C2CC(=O)c3c([nH]c(C(=O)OC4CCCC4)c3C)C2)cc1 (stereo not given)	-3%	-22
Cc1ccc(NC(=O)CCCn2c(=O)c3cccn3c3cccnc32)c(C)c1	-7%	-15
CCOc1ccc(Nc2nc3c(S(=O)(=O)c4ccc(CC)cc4)nnn3c3ccc(Cl)cc23)cc1	19%	3
CC(C)(C)C(=O)Cn1c(=O)n(CCCCCC(=O)NCc2ccc3c(c2)OCO3)c(=O)c2sccc21	-2%	?
Cc1ccc(S(=O)(=O)c2cn(Cc3ccccc3)c3cc(N4CCCCC4)c(F)cc3c2=O)cc1	-3%	-12
O=C(CS(=O)(=O)c1cccc2nsnc12)Nc1ccccc1	4%	6
O=C(NCCc1ccc(Cl)cc1)c1nc(-c2cccc(F)c2)n2c1CCCCC2	-2%	-8
CC(C)c1nn2c(=O)cc(COC(=O)CNC(=O)c3ccccc3Cl)nc2s1	?	14
COc1cc(C(=O)Nc2nc3c(s2)Cc2c(Br)ccc(OC)c2-3)cc(OC)c1OC	18%	-12
COc1ccccc1CNC(=O)Cn1nc(C)n2cccc2c1=O	27%	17
COc1cccc(NC(=O)C2CCN(S(=O)(=O)c3c(C)noc3/C=C/c3cccs3)CC2)c1	2%	?
CCOc1ccc(CN(C(=O)c2nc(SC)ncc2Cl)C2CCS(=O)(=O)C2)cc1 (stereo not given)	16%	8
COc1ccccc1Oc1nc2c(c(=O)n(C)c(=O)n2C)n1Cc1cccc(Br)c1	-1%	-16
Cc1cc(C)cc(OCc2ccc(C(=O)Nc3ccccc3F)o2)c1	2%	-14
COc1cc(Nc2nc3c(S(=O)(=O)c4ccccc4)nnn3c3ccc(Cl)cc23)cc(OC)c1	1%	-11
Cc1ccc(Cl)cc1N1CCN(C(=O)c2ccc3c(c2)N(Cc2ccc(F)cc2)CCS3)CC1	8%	-36
CCNC(=O)c1ccc2c(c1)nc1n2CCCCC1	8%	82
CCCOc1cccc(C2c3c(oc4ccccc4c3=O)C(=O)N2c2nncs2)c1 (stereo not given)	23%	-16
CC(=O)N1CCCc2cc(S(=O)(=O)N3CCC(C(=O)NCc4ccc(C)cc4)CC3)ccc21	0%	-4
CC(=O)N1CCCC1c1nc2ccccc2n1Cc1cc(C)ccc1C (stereo not given)	4%	-11
COc1cccc(N2CC(NC(=O)CCCc3ccccc3)CC2=O)c1 (stereo not given)	-2%	-6
Cc1cccc(-c2noc(CN(C(=O)COc3ccc(Br)cc3C)C(C)C)n2)c1	-4%	8
Cc1c(/C=C(\C#N)C(=O)Nc2cccc(Cl)c2)c2ccccc2n1Cc1ccccc1Cl	1%	18
CCn1nnc2cc(C(=O)Nc3cccc(Cl)c3C)ccc21	4%	16
Cn1c(=O)c2sccc2n2c(CCCC(=O)Nc3ccc(F)c(F)c3)nnc12	-5%	-6
O=C(NC1(C(F)(F)F)N=C(c2ccccc2)N(Cc2ccccc2)C1=O)c1ccc(F)cc1 (stereo not given)	-1%	-21
CCCN(CCC)C(=O)C1CCCN(S(=O)(=O)c2cc(Br)cc3c2N(C(=O)CC)CC3)C1 (stereo not given)	9%	-3
COc1ccc(C(=O)N(Cc2ccc(N(C)C)cc2)CC2CCCO2)cc1 (stereo not given)	16%	-31
O=C(OCc1ccccc1F)c1ccc(-c2nnn(Cc3ccccc3)n2)cc1	-5%	9
CCn1c(C(=O)NCc2ccccc2Cl)cc2sc(Cl)cc21	7%	?
COc1ccc(Cn2ccc3nc(C)c(C(=O)NCc4ccc(SC)cc4)cc3c2=O)cc1	-2%	-2
CCOc1ccc(NC(=O)c2ccc3c(c2)nnn3C2CCCC2)cc1	1%	-10

6 compounds drawn at random from those above, as already listed:
SMILES	AmpC detergent	HCMV inh
CC(=O)N1CCCC1c1nc2ccccc2n1Cc1cc(C)ccc1C (stereo not given)	4%	-11
CCCN(CCC)C(=O)C1CCCN(S(=O)(=O)c2cc(Br)cc3c2N(C(=O)CC)CC3)C1 (stereo not given)	9%	-3
Cn1c(=O)c2sccc2n2c(CCCC(=O)Nc3ccc(F)c(F)c3)nnc12	-5%	-6
CCCOc1cccc(C2c3c(oc4ccccc4c3=O)C(=O)N2c2nncs2)c1 (stereo not given)	23%	-16
COc1cccc(N2CC(NC(=O)CCCc3ccccc3)CC2=O)c1 (stereo not given)	-2%	-6
Cc1cccc(-c2noc(CN(C(=O)COc3ccc(Br)cc3C)C(C)C)n2)c1	-4%	8

(more compounds)
SMILES	AmpC detergent	HCMV inh
Cc1ccc(NC(=O)c2ccc(CNS(=O)(=O)c3ccc4c(c3)C(C)(C)C(=O)N4C)cc2)cc1	22%	-3
COc1cc2[nH]c(=O)n(CCCCCC(=O)N3CCN(c4ccc(Cl)cc4)CC3)c(=O)c2cc1OC	?	-13
Cc1ccc(NC(=O)Cn2c(-c3cncs3)nc3ccccc32)c(Br)c1	3%	-28
CCc1ccc2oc(C(=O)Nc3cccc(C(F)(F)F)c3)cc(=O)c2c1	15%	-6
Cc1ccccc1C(=O)N(Cc1nc(-c2ccc(Cl)cc2)no1)C(C)C	15%	?
NC(=O)C1(N2CCCCC2)CCN(C(=O)Nc2ccc(C(F)(F)F)cc2)CC1	-4%	35
CCc1ccccc1NC(=O)Nc1cc(C(=O)NCc2ccc(C(C)C)cc2)ccc1N1CCCC1	6%	-27
CCc1cccc(C)c1NC(=O)c1cc(S(=O)(=O)N2CCCCCC2)cn1C	22%	-18
Cc1cc(C(F)F)n2nc(C(=O)Nc3cccc(Cl)c3C)nc2n1	19%	-20
CCc1ccc(NC(=O)CSc2cn(CC(=O)N3CCOCC3)c3ccccc23)cc1	-4%	?
CCc1ccc(NC(=O)N2CC(C)Oc3ccc(C)cc32)cc1 (stereo not given)	-5%	-18
CCCCC(=O)OC1=C(C(=O)c2ccccc2)N(CC)S(=O)(=O)c2ccccc21	?	?
Cc1nnc(N2CCN(c3ccccc3F)CC2)c2c1nnn2Cc1ccc(F)cc1	22%	5
CCCSc1nnc(NC(=O)c2cc(=O)c3ccccc3o2)s1	-3%	13
Cc1ccc(N2CCN(S(=O)(=O)c3ccc(F)c(C(=O)Nc4ccc(Cl)cc4Cl)c3)CC2C)cc1 (stereo not given)	1%	-29
CCOc1ccc(CCNC(=O)C2CCC(CNS(=O)(=O)c3ccc(Cl)cc3)CC2)cc1OCC (stereo not given)	2%	5
CCN(C(=O)Cn1c(=O)n(-c2ccccc2)c(=O)c2ccc(C(=O)NCc3ccc4c(c3)OCO4)cc21)c1cccc(C)c1	-7%	-13
CCc1ccc(CNC(=O)CN2C(=O)C3CCCCN3c3ccc(C(=O)N4CCCC4)cc32)cc1 (stereo not given)	?	-11
N#Cc1cccc(NC(=O)c2cc3c(s2)-c2ccc(Cl)cc2SC3)c1	-8%	?
COc1ccccc1Cc1nc2ccccc2nc1SCC(=O)N1CCC(C)CC1	19%	?
CCN(C(=O)c1cn(CC)c(=O)c2cc(OC)c(OC)cc12)c1ccc(C)c(C)c1	-7%	-1
COc1ccc(-c2nn(-c3ccc(F)cc3)c3c2cnc2cc4c(cc23)OCO4)cc1	-1%	28
COc1ccc(Cl)cc1NC(=O)CSc1cn(CC(=O)N2CCCCCC2)c2ccccc12	-2%	-30
COC(=O)CCSc1nc2sc3c(c2c(=O)n1Cc1ccccc1)CCC(C(C)(C)C)C3 (stereo not given)	13%	12
CC(C)Cc1nn2cc(-c3cccc(Br)c3)nc2s1	17%	-39
COc1ccccc1OC(C)C(=O)NCC1(N2CCOCC2)CCCCC1 (stereo not given)	-2%	24
Cc1ccc(-n2ncc(C(=O)NCCc3ccsc3)c2C2CCN(C(=O)OC(C)(C)C)CC2)cc1C	16%	0
COCCCNC(=O)c1ccc(Cn2c(=O)c3ccccc3n(CC(=O)Nc3ccc(C)cc3C)c2=O)cc1	18%	8
CSc1ccc(-c2nnn(CC(=O)Nc3sc4c(c3C#N)CCC(C(C)(C)C)C4)n2)cc1 (stereo not given)	-6%	-2
CCC(C)Cn1c(/C=C/c2ccccc2)nc2ccccc21 (stereo not given)	19%	-4
Cc1ccc(-c2nc3cc(NC(=O)c4cc(Br)ccc4Cl)ccc3o2)cc1	-7%	12
CC1CCN(C(=O)c2cnn(-c3ccc(Cl)cc3)c2C2CCN(C(=O)OC(C)(C)C)CC2)CC1	8%	-1
O=C(c1ccc(CSc2nc3ccncc3n2Cc2ccccc2F)cc1)N1CCCCC1	22%	-62*
COc1ccc(NC(=O)CC2C(=O)N(c3cccc(OC)c3)C(=O)N2Cc2cccnc2)cc1 (stereo not given)	4%	-22
COc1ccc(N2CCN(C(=O)CCn3c(=O)c4cccn4c4cccnc43)CC2)cc1	2%	-25
O=C(NCCc1ccc(F)cc1)C(=O)NCC(c1cccs1)S(=O)(=O)c1ccc(Cl)cc1 (stereo not given)	3%	-18
CCOC(=O)c1ccc(NC2SC(=O)N(Cc3cccc(C(=O)O)c3)C2=O)cc1 (stereo not given)	-3%	35
COc1ccc(Nc2ncc(C(=O)N3CCN(c4ccc(OC)cc4)CC3)c3ccccc23)cc1	9%	-31
O=C(CSc1nc2ccccc2c2nc(-c3ccccc3)nn12)Nc1ccc(F)cc1	7%	+
COc1cccc(C(=O)COC(=O)c2cc(-c3cccs3)nc3ccccc23)c1	15%	-20
O=C(NC1CC(=O)N(c2ccc(Cl)cc2)C1)C(=O)c1c[nH]c2ccccc12 (stereo not given)	-5%	45
CN(C(=O)CSc1nc2ccc(NC(=O)COc3ccccc3)cc2s1)c1ccccc1	1%	-30

An excerpt (hit frequency here may not be typical).
